High-throughput results from PubChem BioAssay.
IL-1B inflam inh – inflammasome signaling inhibition, IL-1 beta readout; THP-1 LPS/ATP IL-1B secretion, AlphaLISA, 16 h; stronger effect = lower value; activity change, % at 57.5 µM; 360,000 compounds, 4.7% hits; in the data active = activity change below about -50%; inconclusive = mostly about -30% to -49%; note: % is set by controls: 0 for no effect and ±100 for the full control effect
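THP-1 cells pretreated 1 hr with compounds (up to 57.5 uM final), then stimulated with LPS (250 ng/mL final) plus ATP (1.25 mM final); secreted IL-1B measured by AlphaLISA after 16 hr, decreased signal indicating inhibition.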
HepG2 viability – HepG2 cytotoxicity, counter-screen for TGF-b inhibitors. HepG2 CAGA-GFP viability, ATP luminescence, 18 h. Potency, µM (doses to about 46.1 µM), inactives show top-dose activity change, negative = cytotoxicity, actives largely listed as cytotoxic. 410,000 compounds, 0.76% hits. AID 588856; note: potency is the fitted concentration of half-maximal effect; some results filed as inactive show a strong effect at the top dose
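HepG2 CAGA-GFP cells (1000/well, DMEM with 1% FBS) received compound, then TGF-beta at 500 pg/mL final, and were incubated 18 hours at 37 degrees C. Viability was read by CellTiter-Glo luminescence. Media-only wells were set as complete cell-killing and DMSO as no toxicity.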
HT1080-NT tox – kills 2HG-producing HT-1080-NT fibrosarcoma cells; HT-1080-NT fibrosarcoma viability, CellTiter-Glo ATP luminescence, 48 h; Potency, µM (doses to about 46.1 µM), for the others: top-dose activity, negative = less viability, actives largely listed as cytotoxic; 360,000 compounds, 1.6% hits; AID 686970;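 note: NT is the 2HG producing partner of a matched IDH1 knockdown line; potency is the fitted concentration of half-maximal effect; 0% = DMSO-treated cells and -100% = media-only wells without cells; nearly all actives have a fitted effect of over 55% in size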
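HT-1080-NT fibrosarcoma cells (2HG-overproducing), 750 cells/well in RPMI with 5% FBS, dosed after 2 h and incubated 48 h at 37C. CellTiter-Glo luminescence normalized to DMSO and no-cell wells; concentration-response curves fitted and classed.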
ATXN2 expr inh – inhibitors of ATXN2 expression | HEK-293 ATXN2-luciferase reporter, luminescence, 24 h | Potency, µM (titrated, usually from 57 µM), for the others: at the highest dose activity change, negative = inhibition, actives largely listed as inhibitors | 360,000 compounds, 0.72% hits; note: potency is the fitted concentration of half-maximal effect; % is set by controls: 0 for no effect and ±100 for the full control effect; nearly all actives have a fitted effect of over 55% in size
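qHTS (up to 57 uM final) was run with 24 h compound exposure of reporter cells at 37 °C. Each well was multiplexed: SteadyGlo luminescence measured ATXN2-luciferase expression after a fluorogenic Gly-Phe-AFC viability readout (25 uM final).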
SW480 rereplic – inducers of DNA re-replication in SW480 colon cancer cells | SW480 DNA re-replication, Hoechst DNA content imaging, 48 h | Potency, µM (highest dose often 46.1 µM), for the others: top-dose re-replication activation, usual class: activators | 340,000 compounds, 1.8% hits | AID 624297; note: potency is the fitted concentration of half-maximal effect; % of control where 0% means no effect; nearly all actives have a fitted effect of over 55% in size
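Quantitative HTS format with DMSO vehicle controls; 48 hr drug incubation at 37 C, then 40 min Hoechst staining and scanning imager measurement at 405 nm excitation.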
MCF10A rerep – induces DNA re-replication in MCF 10a normal breast cells; MCF 10A DNA re-replication, Hoechst nuclear intensity, 48 h; Potency, µM (titrated, usually from 46.1 µM), for the others: at the highest dose activity, positive = re-replication, actives largely listed as activators; 350,000 compounds, 2.9% hits; AID 624296; note: potency is the fitted concentration of half-maximal effect; % of control where 0% means no effect; nearly all actives have a fitted effect of over 50% in size
HT1080 IDH1KD tx – toxicity to HT-1080 IDH1 knockdown cells (counter line); HT-1080 IDH1 knockdown viability, ATP luminescence, 48 h; Potency, µM (titrated, usually from 46.1 µM), for the others: at the top dose activity, negative = toxicity, usual class: cytotoxic; 360,000 compounds, 2% hits; AID 686971;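 note: potency is the fitted concentration of half-maximal effect; 0% = DMSO wells and -100% = cell-free medium wells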
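HT-1080-IDH1KD cells (IDH1 knocked down), 750/well in RPMI with 5% FBS, treated with compound 48 h at 37 degrees C. Viability by CellTiter-Glo luminescence, normalised to DMSO and no-cell wells; concentration-response curves classed.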
S2 tox – viability counter-screen for ATXN expression inhibitors | Potency, µM (highest dose often 56.7 µM), usual class: cytotoxic | AID 651635 | 400,000 compounds, 0.49% hits | S2 cells (HEK-293 line with an ATXN2-luciferase reporter) viability, CellTiter-Fluor protease fluorescence, 24 h; note: potency is the fitted concentration of half-maximal effect; nearly all actives have a fitted effect of over 40% in size
KB-3-1 tox – kills parental KB-3-1 adenocarcinoma cells; KB-3-1 viability, CellTiter-Glo ATP luminescence, 72 h; Potency, µM (highest dose often 46.1 µM), for inactives: at the highest dose activity change, negative = cytotoxic, actives largely listed as cytotoxic; 400,000 compounds, 1.4% hits; AID 1347075; note: potency is the fitted concentration of half-maximal effect; % is set by controls: 0 for no effect and ±100 for the full control effect; nearly all actives have a fitted effect of over 60% in size
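Using CellTiter-Glo luminescence, growth of non-resistant KB-3-1 adenocarcinoma cells is assessed 72 h after pin-tool compound addition at 37 °C. Normalized responses across the concentration series yield fitted curves.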
Starred values were filed as active, the others as inactive; i = inactive; ? = inconclusive; · = no result given; & = joins results of further samples; [ ] = dose if it differs, or a comment. Unless noted, calls come from the whole dose curve; as a rule, active = well fitted curve in the direction sought with a large enough effect; inconclusive = small, poorly fitted or top-dose-only effect, or another doubt; inactive = no such curve, though single readings can be large; an effect the other way counts as inactive or inconclusive.

SMILES	IL-1B inflam inh	HepG2 viability	HT1080-NT tox	ATXN2 expr inh	SW480 rereplic	MCF10A rerep	HT1080 IDH1KD tx	S2 tox	KB-3-1 tox
O=S(NCc1ccccc1)C12CC3CC(CC(C3)C1)C2 (configuration not stated)	6	-22%	-1%	-3%	1%	-6%	0%	i	-1%
COc1cc(NC(=O)c2ccc(NC3=NC4CS(=O)(=O)CC4S3)cc2)cc(OC)c1OC (configuration not stated)	7	-4%	0%	-18%	-14%	-10%	5%	i	3%
Cc1cccc(C)c1N(CC(=O)NN=C1CCCCCC1)S(C)(=O)=O	10	0%	3%	-9%	-1%[9.22 µM]	-2%	0%	i	16%
CCN(CC)C(=O)Cn1cc(/C=C(\C#N)C(=O)NC2CC2)c2ccccc21	21	-3%	11%	·	-12%	-1%	0%	?	-2%
COc1ccc(F)c(CN(C)CC2CCCN(CCc3ccc(F)cc3)C2)c1 (configuration not stated)	-58*	-46%	?	?	9%	?	?	?	6%
COc1ccc(C2C(C(=O)Nc3cccnc3)=C(C)Nc3nc(-c4ccc(OC)c(OC)c4)nn32)cc1 (configuration not stated)	·	2%	·	-3%	·	·	·	i	5%
CCOc1cc(OCC)cc(C(=O)N2CCC[C@@H]2C(=O)N2CCC[C@@H]2C(=O)NCc2ccccc2Cl)c1	-6	·	5%	3%	·	·	0%	?	12%
O=C(CSc1ccccc1C(=O)O)NCc1ccc(Cl)cc1	8	6%	18%	-9%	?	-10%	2%	i	2%
CCOC(=O)c1cnc(-n2nc(C)cc2C)nc1NCc1ccccc1	-111*	-38%	1%	?	?	21µM*	-3%	?	?
Cc1cccc(C)c1-n1ncc(C(=O)N2CCN(c3ccccc3)CC2)c1C1CCN(C(=O)OC(C)(C)C)CC1	·	7%	·	13%	·	·	·	i	?
C[C@@H]1[C@@H](Sc2ccccc2)CC(=O)O[C@@H]1c1ccc(-c2ccccc2)cc1	-102*	11µM*	?	18µM*	28%	101%	?	22µM*	?
O=C(COc1ccc(F)cc1Cl)Nc1ccccc1C(=O)N1CCCCC1	-8	-10%	-1%	-3%	11%	14%	2%	i	-3%
CCN(CC)C1CCN(Cc2cn[nH]c2-c2ccc(OC)c(F)c2)C1 (configuration not stated)	-1	-15%	-4%	-9%	4.1µM*	2%	6%	i	9%
CCc1ccc(N2C(=O)Cc3c2nc(N)c(C#N)c3N)cc1	12	-17%	7%	27%	4%	7%	-27%	i	3%
O=C(N/N=C/c1cc(Br)ccc1O)Nc1ccccc1	-97*	-30%	?	-13%	?	?	?	?	-13%
COc1ccc2c(Sc3ccccc3)c(C(=O)NCCc3ccc(Cl)cc3)[nH]c2c1	·	-1%	·	3%	·	·	·	i	1%
CC(C)Cn1c(N)c(C(=O)CSc2ccccc2)c(=O)n(C)c1=O	0	0%	-2%	10%	-2%	28%	-11%	i	?
O=C1CCC[C@H]2c3[nH]c4ccccc4c3CCN12	24	-35%	3%	4%	-49%	?	1%	i	0%
Cc1cccc(NS(=O)(=O)c2cc(C(=O)NCc3ccccn3)ccc2C)c1	i	0%	-4%	3%	-5%	-23%	-2%	i	?
CC1CCCCC12NC(=O)N(CC(=O)N1CCN(S(=O)(=O)Cc3ccccc3)CC1)C2=O (configuration not stated)	9	-18%	-1%	·	-8%	2%	11%	?	-2%
Cc1nn(CC(=O)NCCCc2ccccc2)c(=O)c2cccn12	8	12%	0%	·	-16%	-11%	-2%	i	4%
Cn1c(N)c(C(=O)COC(=O)C2=NNC(=O)CC2)c(=O)n(C)c1=O	0	-23%	1%	4%	-11%	1%	20%	i	0%
Cc1cccc(NC(=O)c2cccc(NC(=O)c3ccco3)c2)c1	-27	-7%	-13%	6%	11%[1.84 µM]	0%	-2%	i	-4%
c1ccc(-n2cnnc2SCc2cn3cccnc3n2)cc1	?	-3%	2%	10%	?	?	10%	i	3%
CCCCC(=O)Nc1sc2c(c1C#N)CC(C)(C)OC2	5	-3%	3%	43%[activator]	2%	0%	11%	?	9%
COc1cccc(N2CCN(Cc3ncc(-c4ccccc4)o3)CC2)c1	-8	6%	0%	-18%	1%	16%	11%	i	7%
Cc1ccc(-c2nc3ncccc3o2)cc1NC(=O)c1cc2ccccc2o1	43	-15%	1%	3%	-5%	?	8%	i	7%
CC(C)n1c(S(=O)(=O)O)nc2ccccc21	9	14%	5%	10%[11.3 µM]	-3%	11%	?	i	15%
O=C(N/N=C\c1ccc([N+](=O)[O-])o1)c1cncc(Br)c1	-79*	-113%	21µM*	-18%	26%	?	16µM*	?	?
O=C(Oc1coc(CSc2nnc(NC(=O)C3CC3)s2)cc1=O)c1c(F)cccc1F	4	6%	-15%	2%	19%	4%	-19%	i	-4%

Entries of single compounds, looked up by structure. Order of values: IL-1B inflam inh, HepG2 viability, HT1080-NT tox, ATXN2 expr inh, SW480 rereplic, MCF10A rerep, HT1080 IDH1KD tx, S2 tox, KB-3-1 tox
Profile of CC(C)n1c(S(=O)(=O)O)nc2ccccc21 → 9, 14%, 5%, 10%[11.3 µM], -3%, 11%, ?, i, 15%
Profile of Cc1ccc(-c2nc3ncccc3o2)cc1NC(=O)c1cc2ccccc2o1 → 43, -15%, 1%, 3%, -5%, ?, 8%, i, 7%

Further results.
SMILES	IL-1B inflam inh	HepG2 viability	HT1080-NT tox	ATXN2 expr inh	SW480 rereplic	MCF10A rerep	HT1080 IDH1KD tx	S2 tox	KB-3-1 tox
CC1=C(C(=O)NC2CCCCC2C)C2(CCC(C)CC2)OC1=O (configuration not stated)	6	-5%	5%	-2%	-2%	-3%	18%	?	-2%
CCc1ccc(NC(=O)NCC2CCN(c3ccc(OC)cc3)C2)cc1 (configuration not stated)	-22	-4%	0%	-2%	18%	?	-11%	i	-6%
Cc1nnc(NC(=O)CSc2nccn2Cc2ccc(Cl)cc2)s1	·	-7%	·	1%	·	·	·	i	5%
Cn1c(=O)c2cc(NC(=S)NCc3ccccc3F)ccc2n1C	-26	4%	?	48%[activator]	·	·	-2%	?	0%
CC(=O)c1ccc(OCC(=O)NC(=O)NC2CCCC2)cc1	25	-25%	13%	·	·	·	5%	i	4%
CC1CCCCN1Cc1c(O)ccc2c(=O)c(-c3ccccc3)coc12 (configuration not stated)	28	-3%&7%	1%	-13%&3%	0%	?	5%	i	-1%&12%
C[C@@H]1Cn2cnc(C(=O)NCc3ccc(CNC(=O)OC(C)(C)C)cc3)c2C(=O)N1	-11	-2%	15%	-10%	·	·	-2%	i	24%
O=C(c1ccc(CNS(=O)(=O)c2cccc(Cl)c2)cc1)N1CCCCC1	-16	4%	6%	-9%	1%	0%	2%	i	-17%
COc1cc(SC)ccc1C(=O)Nc1ccc2c(c1)CCN2S(C)(=O)=O	?	-25%	3%	3%	4%	-3%	3%	i	9%
COc1ccc(CN2[C@@H](CC(=O)O)c3cc(C(F)(F)F)ccc3S2(=O)=O)cc1	-1	-2%&0%	-2%	-5%	0%	10%	-1%	i	-13%&-3%
CCCCCn1c(=O)[nH]c2cc(C(=O)NC(C)CC)ccc2c1=O (configuration not stated)	·	7%	·	2%	·	·	·	i	17%
COCCNC(=O)CN(Cc1ccc(OC)cc1)C(=O)CCC(=O)Nc1nccs1	-9	-11%	1%	4%	14%	-2%	-4%	i	-17%
COc1cccc(CN2CC(C(=O)NC3CCC3)CCC2=O)c1 (configuration not stated)	14	-9%	2%	1%	7%	-8%	-1%	i	4%
COc1ccc(NS(=O)(=O)c2ccc(F)cc2F)cn1	1	-7%	0%	1%	-8%	-1%	4%	i	-13%
O=C(CNC(=O)c1ccco1)Nc1ccc(N2CCCCCC2)cc1	?	-5%	-2%	20%	?	0%	-5%	i	-11%
COc1ccc(N2CCN(C(=O)c3cc4c(s3)CCCCC4)CC2)cc1	36	-16%	12%[9.24 µM]	-2%	-5%	10%	-7%	i	-2%
CCOC(=O)C1C(c2cccnc2)NC(=O)NC1(O)C(F)(F)F (configuration not stated)	6	1%	10%	17%	-5%	-11%	12%	i	10%
COc1ccc(S(=O)(=O)N(C)CC(=O)N2CCCC2)cc1OC	6	2%	3%	·	-12%	-2%	2%	i	1%
CCOc1ccc(OCCC(=O)N2CCN(S(=O)(=O)c3ccc(F)cc3)CC2)cc1	6	-1%	-9%	-11%	?	12%	-8%	i	-6%
C=CCOc1c(CNc2ccc(C(=O)O)cc2)cccc1OC	7	-21%	-6%	0%	1%	2%	-8%	i	-1%
O=C(Nc1ccccc1Br)c1c(F)cccc1Cl	0	7%	1%	-23%	-6%	?	13%	?	0%
CCC(=O)OCCn1c(=O)c2cc3c(=O)n(CCOC(=O)CC)c(=O)c3cc2c1=O	21	-3%	8%	7%	4%	-2%	1%	i	12%
COc1ccc(/C=N/NC(=O)CNc2ccc(Br)cc2)c(C(=O)O)c1OC	-7	-1%	-1%	-4%	7%	0%	-24%	i	?
COc1ccc(NC(=O)c2nc(C)n(-c3ccc([N+](=O)[O-])cc3)n2)cc1	14	14%	-1%	-3%	-5%	?	2%	i	3%
COc1ccccc1C/C(N)=N/OC(=O)c1ccc(C)c([N+](=O)[O-])c1	9	2%	-2%[9.24 µM]	-5%	?	?	10µM*	i	-2%
CC(=O)C1=CCC(c2cccc3ccccc23)N(S(=O)(=O)c2ccc(C)cc2)C1 (configuration not stated)	-16	-4%	?	-8%	·	·	?	i	?
CCOc1ccc(CC(=NCCc2ccccc2)C2=C(O)CC(C)(C)CC2=O)cc1OCC	-66*	14%	0%	-10%	1%	0%	-1%	i	-19%
c1ccc2c(c1)nc(NCC1CCCO1)c1nnnn12 (configuration not stated)	4	-7%	2%	29%	-17%	-2%	-13%	i	11%
O=S(=O)(Nc1ccc(Cl)cc1)c1ccc(N2CCOCC2)c(NC(=S)NCCN2CCOCC2)c1	-106*	2%	3%	-27%	?	26%	-11%	i	-8%
Nc1ccc([N+](=O)[O-])cc1C(=O)NNC(=O)c1ccco1	37	-25%	0%	-16%	-1%	20%	1%	?	0%
